L3MBTL1 inh: qHTS Assay for the Inhibitors of L3MBTL1; AlphaScreen L3MBTL1–H3K9me1 peptide binding; Potency, µM (highest dose often 57.1 µM), inactives show at the highest dose activity, negative = inhibition, usual class: inhibitors; 0.66% of 230,000 active; AID 485360, 2010; active means well fitted inhibition curve with a large enough effect; inconclusive means small, poorly fitted or top-dose-only effect; inactive means no such curve, though single readings can be large or run the other way; further: nearly all actives have a fitted effect of over 60% in size
Target sequence (Q9Y468 whole entry, looked up): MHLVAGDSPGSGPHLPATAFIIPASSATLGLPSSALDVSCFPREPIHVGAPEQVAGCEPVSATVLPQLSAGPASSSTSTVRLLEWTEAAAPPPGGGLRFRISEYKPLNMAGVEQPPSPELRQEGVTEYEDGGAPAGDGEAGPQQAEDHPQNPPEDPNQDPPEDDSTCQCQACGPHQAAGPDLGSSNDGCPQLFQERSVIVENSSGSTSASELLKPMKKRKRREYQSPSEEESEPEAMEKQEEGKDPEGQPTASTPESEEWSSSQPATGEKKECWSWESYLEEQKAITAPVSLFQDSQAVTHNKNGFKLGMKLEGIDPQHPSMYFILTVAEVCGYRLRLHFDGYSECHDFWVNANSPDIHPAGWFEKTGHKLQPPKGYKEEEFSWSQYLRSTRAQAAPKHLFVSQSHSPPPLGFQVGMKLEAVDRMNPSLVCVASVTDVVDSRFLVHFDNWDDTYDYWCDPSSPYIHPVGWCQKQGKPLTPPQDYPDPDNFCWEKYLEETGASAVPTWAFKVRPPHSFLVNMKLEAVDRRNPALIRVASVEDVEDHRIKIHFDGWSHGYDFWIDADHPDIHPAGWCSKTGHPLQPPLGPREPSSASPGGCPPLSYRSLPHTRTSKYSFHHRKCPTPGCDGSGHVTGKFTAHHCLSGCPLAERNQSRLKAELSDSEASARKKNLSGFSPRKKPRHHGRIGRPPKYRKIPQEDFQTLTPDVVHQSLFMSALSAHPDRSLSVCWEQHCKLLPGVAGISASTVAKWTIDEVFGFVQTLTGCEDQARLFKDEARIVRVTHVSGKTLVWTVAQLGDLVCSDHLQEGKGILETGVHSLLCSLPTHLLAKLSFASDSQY
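L3MBTL1 (50 nM) pre-complexed 30 min with biotinylated H3(1-15)K9me1 peptide (75 nM), then compounds added for 30 min at room temperature; AlphaScreen streptavidin donor/nickel chelate acceptor beads (10 ug/mL final) read after 30 min dark incubation.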
* hit, by the source's call; ? = inconclusive; [ ] = remark or other dose. On the % scale 0 is the no-effect control and ±100 the full control effect; potency means the concentration at half of the fitted maximal effect.

SMILES | L3MBTL1 inh
COc1ccc(NC(=O)c2cccc(NS(=O)(=O)c3ccccc3)c2)cc1 | 1%
Cc1cnn(C(=O)Cn2nc(C(F)F)c(Br)c2C)c1 | 10%
C[C@H](CO)N1C[C@H](C)[C@@H](CN(C)Cc2ccncc2)Oc2c(NS(=O)(=O)c3ccc(F)cc3)cccc2C1=O | 1%
O=C(C[C@@H]1C/C=C\C[C@H](NC(=O)OCC2c3ccccc3-c3ccccc32)C(=O)OC[C@H]2CCCN2C1=O)NCCO | -3%
CCN(C(=O)C1CCCO1)c1ccccc1 (stereo not drawn) | 0%
Cn1c(=O)n(C)c2cc(S(=O)(=O)Nc3ccc(F)cc3)ccc21 | 1%
O=C(CCCCC(=O)Nc1ccccc1)Nc1ccccc1 | -1%[2.29 µM]
O=C(Nc1ccccn1)C1CCN(S(=O)(=O)c2ccc3c(c2)OCCO3)CC1 | -1%
O=C(NCCS(=O)(=O)N1CCc2ccccc2C1)c1ccccc1 | -7%
Cc1nc2ccc([N+](=O)[O-])cc2c(=O)n1Cc1ccc(F)cc1 | -6%
COC(=O)c1ccc([C@H]2CC(=O)O2)cc1 | 2%
O=C(OCC(=O)N1CCN(C(=O)c2ccco2)CC1)c1cccc(F)c1 | 4%
CC(OC(=O)CSc1ccc([N+](=O)[O-])cc1)C(=O)NC1CC1 (stereo not drawn) | 3%
Cc1cc2[nH]c(=O)cc(-c3ccccc3)n2n1 | 8%
O=C(OCC(=O)N1CCCC1=O)c1cc(Cl)ccc1O | 3%

2 entries from above in a different format.
compound: COC(=O)c1ccc([C@H]2CC(=O)O2)cc1
  L3MBTL1 inh: 2%

compound: O=C(Nc1ccccn1)C1CCN(S(=O)(=O)c2ccc3c(c2)OCCO3)CC1
  L3MBTL1 inh: -1%

Ordered by SMILES length (rising): some entries from above.
SMILES | L3MBTL1 inh
CCN(C(=O)C1CCCO1)c1ccccc1 (stereo not drawn) | 0%
COC(=O)c1ccc([C@H]2CC(=O)O2)cc1 | 2%
Cc1cc2[nH]c(=O)cc(-c3ccccc3)n2n1 | 8%
O=C(OCC(=O)N1CCCC1=O)c1cc(Cl)ccc1O | 3%
Cc1cnn(C(=O)Cn2nc(C(F)F)c(Br)c2C)c1 | 10%
O=C(NCCS(=O)(=O)N1CCc2ccccc2C1)c1ccccc1 | -7%
Cn1c(=O)n(C)c2cc(S(=O)(=O)Nc3ccc(F)cc3)ccc21 | 1%
CC(OC(=O)CSc1ccc([N+](=O)[O-])cc1)C(=O)NC1CC1 (stereo not drawn) | 3%
COc1ccc(NC(=O)c2cccc(NS(=O)(=O)c3ccccc3)c2)cc1 | 1%
O=C(Nc1ccccn1)C1CCN(S(=O)(=O)c2ccc3c(c2)OCCO3)CC1 | -1%
C[C@H](CO)N1C[C@H](C)[C@@H](CN(C)Cc2ccncc2)Oc2c(NS(=O)(=O)c3ccc(F)cc3)cccc2C1=O | 1%
O=C(C[C@@H]1C/C=C\C[C@H](NC(=O)OCC2c3ccccc3-c3ccccc32)C(=O)OC[C@H]2CCCN2C1=O)NCCO | -3%

Further records.
SMILES | L3MBTL1 inh
Cc1ccc(NC(=O)CCS(=O)(=O)c2ccccc2)cc1S(=O)(=O)N1CCCCCC1 | -10%
C[C@H]1CN([C@@H](C)CO)C(=O)Cc2cc(NC(=O)Cc3ccccc3)ccc2O[C@H]1CN(C)S(=O)(=O)c1cccs1 | 0%
O=[N+]([O-])c1cc([N+](=O)[O-])c(Oc2ccc(F)cc2F)cc1NN1CCCCC1 | -5%
Cc1ccccc1C(=O)NCC(=O)OCCOc1ccc(C(C)C)c(C)c1 | 2%
CC(=O)NCc1ccc(-c2csc(NC(=O)CCc3nc4ccccc4c(=O)[nH]3)n2)s1 | -5%
Fc1ccccc1N1CCN(C2CCCN(Cc3ccccc3C(F)(F)F)C2)CC1 (stereo not drawn) | -4%
COc1cc2c(cc1OC)[C@@H](NC(=O)CCc1ccccc1)[C@H](OCc1ccccc1)C2 | -2%
COc1ccc(/C=C2/C(=O)N(c3ccccc3)N=C2C)cc1OC | ?
COc1cc2sc(-c3ccc(S(C)(=O)=O)cc3)c(C(=O)NCc3ccc(C)o3)c2cc1OC | 9%
O=C(COC(=O)c1ccc(S(=O)(=O)C(F)F)cc1)NC(=O)NC1CCCCC1 | 0%
C=CCn1c(O)c(N=Nc2ccccc2)c2ccccc21 | 0%
Cc1cc(Br)c(S(=O)(=O)NCc2cccnc2)cc1C | -1%
CC(C)(C)C(=O)Nc1ccc(/C=C/C(=O)c2ccco2)cc1 | 2%[2.29 µM]
Cc1ccc(S(=O)(=O)NCCC(=O)Nc2ncccc2O)cc1C | -10%
COc1cc(OC)cc(C(=O)N2CCN(C3CCCCC3)CC2)c1 | -4%
O=C(C[C@H]1C[C@H](C(=O)N2CCCCC2)[C@@]2(CCc3ccccc3)c3[nH]c4cc(-c5ccco5)ccc4c3CCN2C1=O)NCc1cccc(C(F)(F)F)c1 | -12%
O=C(Nc1ccc(OC(F)(F)F)cc1)c1cccc(-n2cnnn2)c1 | 6%
O=C(CN1C(=O)NC2(CCCC2)C1=O)OCc1ccc(Cl)cc1Cl | -2%
O=C(COC(=O)/C=C/c1cc(Br)ccc1F)Nc1ccc2[nH]c(=O)[nH]c2c1 | -5%
NCCNC(=O)c1c(O)c2cccc3c2n(c1=O)CCC3 | 1%
O=C(NCCC(=O)N1CCN(c2ccccc2O)CC1)c1ccc(Br)cc1 | -10%
O=C(Cn1cc(C(F)(F)F)ccc1=O)N1CCc2ccccc2C1 | 8%
O=C(NCCO)c1ccc2nc(Cc3cccc(Cl)c3)oc2c1 | 3%
Cc1ccccc1C(=O)NC(=S)Nc1ncccn1 | 0%
Cc1ccc(S(=O)(=O)N2CCOCC2)cc1NC(=O)COc1cccc(Oc2ccccc2)c1 | -2%
CCN(CC(=O)Nc1c(F)cccc1F)C(=O)c1ccc(COc2ccccc2)o1 | 6%
Cc1occc1-c1nnc(SCC(=O)Nc2c(F)cccc2F)n1C | -10%
CN(C(=O)c1ccccc1C(=O)OCC(=O)Nc1ccccc1)c1ccccc1 | 9%
COc1ccc(NS(=O)(=O)c2cccc(C(=O)N(C)CC(=O)Nc3ccc(C)cc3)c2)cc1 | -1%
CC(C)N(C)S(=O)(=O)c1ccc(NC(=O)C2=COCCO2)cc1 | 5%
CC(=O)c1ccccc1NC(=O)CSc1n[nH]c(=O)n1C1CC1 | 3%
COc1ccc(-n2c(NNC(C)=O)nc3sc4c(c3c2=O)CCCC4)cc1 | 4%
Cc1cc(C)c[n+](CC(=O)c2ccccc2)c1 | 5%
CC(C)(C)OC(=O)NCc1ccc(NC(=O)c2nc[nH]c2C(=O)NCCN(CCNC(=O)c2[nH]cnc2C(=O)Nc2ccc(CNC(=O)OC(C)(C)C)cc2)CCNC(=O)c2[nH]cnc2C(=O)Nc2ccc(CNC(=O)OC(C)(C)C)cc2)cc1 | 9%
Cc1ccc(NC(=O)CSCC(=O)OC(C)C(=O)Nc2ccccc2C)cc1 (stereo not drawn) | 7%
CCOc1cc(/C=N/NC(=O)CN2CCCCC2)ccc1O | -13%
COc1ccc(Nc2cc(C)nc3ncnn23)cc1Cl | -5%
O=C(COC(=O)C1CC(=O)N(Cc2ccccc2)C1)Nc1cccc([N+](=O)[O-])c1 (stereo not drawn) | 43%[activator]
Cc1sc2ncnc(N3CCC(C(=O)Nc4nnc(CC(C)C)s4)CC3)c2c1C | 7%
O=C(O)/C(=C\c1ccco1)NC(=O)c1ccco1 | -2%
C[C@H](CO)N1C[C@H](C)[C@@H](CN(C)C(=O)Nc2ccc(C(F)(F)F)cc2)Oc2c(NC(=O)Nc3ccc(C(F)(F)F)cc3)cccc2C1=O | ?
Cc1ccc(-c2csc(N3CCN(c4ccc5nc(-c6ccncc6)n(CCN6CCCCC6)c5c4)CC3)n2)cc1 | -29%
COc1ccc(S(=O)(=O)N2CCN(S(=O)(=O)c3ccc(OC)cc3)CC2)cc1 | 0%
COc1ccc(CN(C)C(=O)COC(=O)c2cnc(Cl)c(Cl)c2)cc1 | 1%
O=C(Nc1nc2ccccc2s1)c1ccccc1[N+](=O)[O-] | -3%
CC(=O)N(CCc1ccccc1C)Cc1cc2cc(C)ccc2[nH]c1=O | 3%
COc1cc(C2Nc3ccc4ccccc4c3C3=C2C(=O)CC(C)(C)C3)ccc1OCC(=O)O (stereo not drawn) | -5%[2.29 µM]
CSCCC(NC(=O)c1ccccc1)C(=O)NCCc1ccc2c(c1)OCCO2 (stereo not drawn) | 1%
O=C(Nc1nnc(C2CC2)s1)c1cc2ccccc2o1 | 5%
COc1ccc(N(C)S(=O)(=O)c2ccc(Cl)c(C(=O)NNC(=O)c3ccccc3O)c2)cc1 | -11%
Clc1ccc(-c2csc(N3CCCCCC3)n2)cc1 | 3%
Cc1c[n+](CC(=O)c2ccccc2)c(C)cn1 | -1%
CCc1ccc(C(=O)COC(=O)C2=NN(c3ccccc3)C(=O)CC2)cc1 | -3%
CCOc1ccc(S(=O)(=O)N2CCC(C(=O)Nc3cc(S(C)(=O)=O)ccc3Cl)CC2)cc1 | 6%
COc1ccc(CNC(=O)C(=O)NCC2CCCN2S(=O)(=O)c2cccs2)cc1 (stereo not drawn) | 1%
CCN(CC(=O)Nc1c(F)cccc1F)C(=O)c1cc(C)nc2ccccc12 | 4%
CCOC(=O)c1cccc(C2=CC(=O)C[C@H](c3ccc(Cl)cc3)C2)c1 | 1%
COc1ccc(S(=O)(=O)Nc2ccc3c(c2)CC(=O)N([C@H](C)CO)C[C@H](C)[C@H](CN(C)C(=O)Nc2ccc4c(c2)OCO4)O3)cc1 | 2%
COc1ccc(N(CC(=O)Nc2cccc3ccccc23)S(C)(=O)=O)cc1 | -2%
COc1cc(C(=O)OCC(=O)N2c3ccccc3NC(=O)C2(C)C)ccc1OCC(C)C | -2%
New compounds follow:
SMILES | L3MBTL1 inh
Cc1ccccc1CC1SC(N=C(N)N)=NC1=O (stereo not drawn) | 2%
COc1ccc(NC(=O)c2c(C)noc2C(C)C)cc1S(=O)(=O)N1CCCCC1 | 4%
Cc1sc2nc[nH]c(=O)c2c1-c1ccc(F)cc1 | 18%
COc1cccc(NC(=O)CSc2nnc(Cc3ccc(C)cc3)c(=O)n2N)c1 | -1%
Cc1ccc(S(=O)(=O)N2CC(O)C[C@H]2C(=O)OCC(=O)Nc2ccc(N3CCCCC3)cc2)cc1C (stereo partly drawn) | ?
CC(=O)Nc1ccc(C(=O)COC(=O)c2c(C)noc2C)c(F)c1 | 2%
CCCCNc1c(-c2ccc(OC)c(SC(C)CC)c2)nc2ccc(Cl)cn12 (stereo not drawn) | -12%
CCCCn1c(N)c(N(CC(C)C)C(=O)c2ccc(Cl)c(S(=O)(=O)N3CCCC3)c2)c(=O)[nH]c1=O | -7%
Cc1ccc(S(=O)(=O)NCCC(=O)OCC(=O)N2CCCC2=O)cc1C | -10%
CCc1ccc(OCC(=O)Nc2ccncc2)cc1 | 0%
C[C@H](CO)N1C[C@H](C)[C@@H](CN(C)C(=O)Nc2ccc3c(c2)OCO3)Oc2ccc(NC(=O)Cn3cnnn3)cc2C1=O | 4%
O=C(CCNC(=O)c1ccc([N+](=O)[O-])cc1)NCc1ccco1 | 3%
CC(C(=O)Nc1ccc(S(=O)(=O)Nc2ncccn2)cc1)N1C(=O)c2ccccc2S1(=O)=O (stereo not drawn) | 9%
Cc1ccc(S(=O)(=O)CC(=O)N(CCCN2CCOCC2)c2nc3c(F)cccc3s2)cc1 | 0%
O=C(OCC(=O)N1CCC(Cc2ccccc2)CC1)c1cccnc1Cl | 3%
COc1cccc(CNC(=O)COC(=O)c2nn(C)c(=O)c3ccccc23)c1 | -7%
O=c1oc(CCCO)cc2ccc(Br)cc12 | 1%
CSc1ccc(-c2sc(Nc3ccccc3)n[n+]2-c2ccccc2)cc1 | -12%
COc1ccc2[nH]c3c(c2c1)CCN1C(=O)C(CC(=O)NC/C=C(\C)CCC=C(C)C)C[C@H](C(=O)N2CCCCC2)[C@@]31C (stereo partly drawn) | -11%
CCOc1ccc2nc(SCC(=O)Nc3ccc4[nH]c(=O)[nH]c4c3)[nH]c2c1 | -4%
COC(=O)[C@H](CC(C)C)N1Cc2cc(OC)cc(OC)c2-c2ccccc2S1(=O)=O | 2%
O=C(Cc1c(F)cccc1Cl)OCC(=O)c1ccc[nH]1 | -6%
O=C1NN(c2ccccc2)C(=O)/C1=C\c1ccc2c(c1)OCO2 | -4%
CC1CC(C)CN(C(=O)CSc2nnc3ccccn23)C1 (stereo not drawn) | 2%
CCN1C(=O)[C@H]2[C@@H](c3ccc(C)cc3)N3C(=O)N(c4cccc(Br)c4)C(=O)[C@@]3(Cc3ccccc3)[C@H]2C1=O | -13%
CC(C)Oc1ccc(S(=O)(=O)N2CCOCC2)cc1NC(=O)CC1CCCC1 | 4%
O=C(Nc1ccccc1)c1ccccc1OCc1ccc(F)cc1 | -5%
CCOc1ccc(C(=O)CCC(=O)Nc2ccc(C)c(S(=O)(=O)N3CCCCC3)c2)cc1 | 3%
COc1ccc(NC(=O)CSCc2ccc([N+](=O)[O-])cc2)cc1OC | 0%
CC[C@]1(C(=O)OC)[C@H]2C(=O)N(Cc3ccccc3)C(=O)[C@H]2[C@H]2CN=C(SC)N21 | 6%
CCOc1ccc(NC(=O)CN2CCCC2c2cccs2)cc1S(=O)(=O)N1CCCCC1 (stereo not drawn) | -2%
COc1ccc(CN(C)C(=O)/C=C/c2ccc(S(=O)(=O)N3CCCCCC3)cc2)cc1 | 4%
CCOC(=O)C1CCN(C/C=C/c2ccccc2[N+](=O)[O-])CC1 | 2%
CCN(CC(=O)Nc1ccc(NC(C)=O)cc1)C(=O)CCCSc1nc2ccccc2[nH]1 | 4%
O=C(C[n+]1ccc(C(=O)c2ccccc2)cc1)Nc1ccccc1OC(F)F | 12%
C[C@H](CO)N1C[C@H](C)[C@@H](CN(C)C(=O)Nc2ccc(C(F)(F)F)cc2)Oc2ccc(NC(=O)c3ccncc3)cc2C1=O | 5%
CC(C)(C)c1ccc(C(=O)N2CCN(Cc3ccccc3)CC2)cc1 | -10%

Screening data as filed in PubChem.

An excerpt; the hit share may differ from the screen's.
